Mcl1 Bid PPI: Mcl-1/Bid binding inhibitors, primary screen, biochemical, TR-FRET, 1536-well; Induced myeloid leukemia cell differentiation protein Mcl-1 (Homo sapiens), Q07820; inhibition, % at 21.7 µM; 0.97% of 220,000 active; TR-FRET Mcl-1/Bid-Dy647 peptide binding;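 active means compounds that cut the binding signal by more than half at the single screening dose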;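 further: His-tagged Mcl-1 with europium anti-His antibody binding Bid BH3 peptide; 0% = Mcl-1 plus peptide wells and 100% = peptide-only wells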
Mcl1 Noxa PPI: Mcl-1/Noxa binding inhibitors, primary screen, biochemical, TR-FRET, 1536-well. Induced myeloid leukemia cell differentiation protein Mcl-1 (Homo sapiens), Q07820. TR-FRET Mcl-1/Noxa peptide binding, 2 h. inhibition, % at 21.7 µM. 1.5% of 220,000 active;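 active means compounds that cut the protein-peptide binding signal by more than 50% relative to plate controls in a single-dose test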;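 further: His-tagged Mcl-1 with rhodamine Noxa BH3 peptide and terbium anti-His antibody; 0% = Mcl-1 plus Noxa peptide wells and 100% = peptide-only wells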
Bim-Mcl-1: inhibitors of Bim peptide binding to Mcl-1, primary screen, biochemical, bead-based flow cytometry, multiplex | Induced myeloid leukemia cell differentiation protein Mcl-1 (Homo sapiens), Q07820 | Bim peptide-Mcl-1 binding | inhibition, % at 10 µM | 0.1% of 190,000 active | AID 1009, 2008; in the data active means inhibition above about 40%;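 further: 0% = no compound tracer wells and 100% = peptide blocker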
RGS7-Gao: RGS7-Galphao binding modulators, primary screen, biochemical, multiplexed bead flow cytometry | AID 1439, 2008 | actives lie on both sides | 0.35% of 220,000 active | binding response (% of control), % at 10 µM; in the data active means binding response below about 49% or above about 150%; inconclusive means no clear call, values can overlap the other calls; inactive means in between;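 further: fluorescent Galphao held in activated GDP-AlF4 state binding bead-coupled RGS7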
Target sequence (P09471 whole entry, looked up): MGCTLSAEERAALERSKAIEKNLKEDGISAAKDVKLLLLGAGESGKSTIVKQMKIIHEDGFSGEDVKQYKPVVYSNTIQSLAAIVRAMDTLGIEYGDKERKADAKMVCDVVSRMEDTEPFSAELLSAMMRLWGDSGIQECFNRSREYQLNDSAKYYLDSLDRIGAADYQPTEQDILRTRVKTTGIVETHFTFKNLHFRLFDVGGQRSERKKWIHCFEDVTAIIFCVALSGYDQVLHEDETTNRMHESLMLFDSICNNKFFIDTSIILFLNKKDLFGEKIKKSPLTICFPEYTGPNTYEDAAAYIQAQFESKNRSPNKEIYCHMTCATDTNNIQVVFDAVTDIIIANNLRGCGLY
RGS4-Gao reg: modulators of RGS4 binding to Galphao, primary screen, biochemical, multiplexed bead flow cytometry. AID 1415, 2008. Guanine nucleotide-binding protein G(o) subunit alpha (Homo sapiens), P09471. actives lie on both sides. binding response (% of control), % at 10 µM. 0.33% of 220,000 active; in the data active means binding response below about 49% or above about 150%; inactive means in between;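 further: fluorescent Galphao activated with aluminum fluoride binding bead-coupled RGS4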
GSH bead fluor: compound fluorescence on glutathione beads, profiling panel, artefact control, biophysical, 488/530 nm, flow cytometry. 0.25% of 190,000 active. AID 1776, 2009. fluorescence (KMESF) at 10 µM. GSH beads flow cytometry, compound fluorescence 488/530 nm; hits give high values; in the data active means fluorescence above about 89;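 further: glutathione beads carrying GST-tagged Bcl family fusion proteins plus one bare bead set; values are compound well signal with DMSO vehicle wells as background; inactives centre near 16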
Pf gamet viab: late stage P. falciparum gametocyte viability inhibitors, primary screen, ATP luminescence, HTS; P. falciparum stage V gametocytes, 24 h; 0.065% of 150,000 active; inhibition, % at 10.9 µM;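 active means inhibition above the mean plus 3 SD of compounds within the control limits, set per campaign, cut at about 38% in these data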;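 further: 0% = DMSO wells and 100% = medium only without gametocytes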
ABCG2 inh: ABCG2 efflux pump inhibitors, primary screen, multiplex with ABCB1, IgMXP3 cells, flow cytometry. Broad substrate specificity ATP-binding cassette transporter ABCG2 (Homo sapiens), Q9UNQ0. JC-1 efflux. inhibition, % at 6.6 µM. 0.1% of 190,000 active;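 active means inhibition above 80%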;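 further: 0% = DMSO and 100% = nicardipine control wells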
Target sequence (Q9UNQ0 whole entry, looked up): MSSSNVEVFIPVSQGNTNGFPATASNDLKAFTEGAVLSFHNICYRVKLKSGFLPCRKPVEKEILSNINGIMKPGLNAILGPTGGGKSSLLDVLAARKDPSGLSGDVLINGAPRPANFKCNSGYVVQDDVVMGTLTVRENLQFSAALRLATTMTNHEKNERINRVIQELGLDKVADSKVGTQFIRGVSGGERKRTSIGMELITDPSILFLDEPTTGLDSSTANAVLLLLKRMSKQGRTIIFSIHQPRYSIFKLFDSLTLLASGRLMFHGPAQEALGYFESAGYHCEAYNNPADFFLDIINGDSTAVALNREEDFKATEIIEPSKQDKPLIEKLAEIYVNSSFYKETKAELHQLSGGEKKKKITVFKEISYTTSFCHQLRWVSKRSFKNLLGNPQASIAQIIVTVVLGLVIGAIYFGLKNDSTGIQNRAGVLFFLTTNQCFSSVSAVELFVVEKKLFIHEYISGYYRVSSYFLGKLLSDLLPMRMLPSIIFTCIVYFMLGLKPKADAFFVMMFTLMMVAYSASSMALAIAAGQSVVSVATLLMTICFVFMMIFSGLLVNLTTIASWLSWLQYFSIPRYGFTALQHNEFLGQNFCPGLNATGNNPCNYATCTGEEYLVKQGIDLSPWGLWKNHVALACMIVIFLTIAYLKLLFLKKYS
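material = IgMXP3 (ABCG2) plus far-red-tagged CCRF-Adr (ABCB1) cells | amount = 3 million cells/mL, equal mix of both lines | also added = JC-1 transporter substrate | dosing = one concentration, 6.6 µM final | schedule = 10 min at 25 °C | measured by = flow cytometric JC-1 green MFI at 530 nm | read-out basis = percent efflux inhibition, scaled nicardipine 100% to DMSO 0%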
RGS8-Gao: RGS8-Galphao binding modulators, primary screen, biochemical, multiplexed bead flow cytometry; 0.34% of 220,000 active; response (percent of control binding), % at 10 µM; actives lie on both sides; in the data active means response below about 60% or above about 140%; inactive means in between;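 further: Galphao activated as the GDP aluminium fluoride complex binding bead-coupled RGS8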
ABCB1 block: ABCB1 efflux pump inhibitors, primary screen, cell-based, multiplex, flow cytometry, ABCG2 counter-screen. 0.067% of 190,000 active. CCRF-Adr cells, JC-1 efflux. inhibition, % at 6.6 µM. AID 1326, 2008. ATP-dependent translocase ABCB1 (Homo sapiens), P08183; in the data active means inhibition above about 40%;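 further: 0% = vehicle and 100% = reference inhibitor; higher value means more JC-1 retained so stronger ABCB1 efflux block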
Avidin fluor: green autofluorescence of compounds with avidin beads – biophysical, 488/530 nm, flow cytometry, artefact control, profiling panel; compound fluorescence 488/530 nm; hits give high values; AID 1775, 2009; 0.38% of 220,000 active; fluorescence (KMESF) at 10 µM; in the data active means fluorescence above about 47; further: inactives centre near 10
* marks the source's active call; other numbers are inactive results; ? = inconclusive; . = no result given.

SMILES	Mcl1 Bid PPI	Mcl1 Noxa PPI	Bim-Mcl-1	RGS7-Gao	RGS4-Gao reg	GSH bead fluor	Pf gamet viab	ABCG2 inh	RGS8-Gao	ABCB1 block	Avidin fluor
O=C(NCCc1ccccc1)c1ccc(-c2ccccc2C(F)(F)F)o1	-7	14	-4	107	106	19	5	0	100	-0.3	18
O=C(CCc1ccccc1)N/N=C/c1cccc(O)c1	-18	14	-1	100	100	11	-6	5	103	0.6	11
CCCOc1ccc(C2NC(=O)NC(c3ccccc3)=C2C(C)=O)cc1OCC (centres undefined)	-4	0	-42	104	107	44	6	15	106	1.4	4
CCOc1ncccc1C(=O)OCC(=O)N1CC(=O)Nc2ccccc21	-6	32	-3	102	99	11	.	1	100	0.2	9
O=C(CCc1ccccc1)NC(c1cccs1)c1cc(Cl)c2cccnc2c1O (centres undefined)	-30	-38	-1	95	95	11	-9	2	100	0.3	10
CN(c1ccc(C(=O)NCCSCc2ccc(Cl)cc2)cc1)S(=O)(=O)c1ccccc1	-14	22	-7	104	102	7	7	10	104	1.3	3
Cc1ccc(CSc2ncnc3c2cnn3Cc2ccccc2)cc1	-3	4	0	97	98	33	0	6	102	0.9	11
COC(=O)c1ccc(NC(=O)CSc2nnc(-c3ccncc3)n2N)cc1	7	-1	0	104	105	38	-5	4	101	0.7	10
Cn1cc(CNCCN2CCCCC2=O)c(-c2cccc(Cl)c2)n1	-29	12	-2	105	101	14	2	1	102	0.1	11
C=CCn1c(=S)[nH]c2scc(-c3ccc(C)o3)c2c1=O	-51	-12	2	103	105	25	3	12	89	2.1	16
CC1(C)Cc2noc(N)c2C(C)(C)N1OC(=O)c1cccs1	-7	3	-2	101	100	33	.	2	99	0.4	13
CC(=O)Nc1ccc(S(=O)(=O)Nc2cccc(-c3nc4ccccc4o3)c2)cc1	1	4	1	99	100	31	.	0	101	-0.1	4
NC(=O)[C@@H]1CCCNc2c(F)cc([N+](=O)[O-])cc2C(=O)N[C@@H](CO)C(=O)NCC(=O)N1	-9	-6	0	99	97	19	-4	4	102	1.3	10
O=C(c1ccc(CSc2ccc(Cl)cc2)cc1)N1CCOCC1	-6	8	-1	98	96	9	10	5	96	0.4	12
Cc1c(Cl)cccc1NC(=S)N1CCC(C(N)=O)(N2CCCCC2)CC1	-12	-16	-5	101	101	19	-10	0	103	-0.3	4
Cc1cccc(N(C(=O)CCC(=O)Nc2ccccn2)C(C(=O)NC(C)C)c2ccc(O)cc2)c1 (centres undefined)	-2	22	0	104	104	24	-13	4	102	1.0	12
OCCCN=c1cc(-c2ccccc2)oc2ccc(Cl)cc12	-19	8	0	102	98	5	.	1	99	0.1	6
CCc1nnc(NC(=O)CSc2nnc(CNc3ccc(OC)cc3)n2CC)s1	-30	15	0	94	103	14	6	9	103	0.6	10
O=C1c2ccccc2NC(c2ccc3c(c2)OCCO3)N1c1ccc2c(c1)OCCO2 (centres undefined)	-71	-7	1	102	107	262*	.	2	101	0.6	8
COc1ccc(C2c3c(ncn(CCN4CCOCC4)c3=N)Oc3ccc4ccccc4c32)cc1 (centres undefined)	-30	3	-2	98	98	82	.	-1	101	0.0	11
CC1CCN(C(c2ccccc2)c2nnnn2C(C)(C)C)CC1 (centres undefined)	15	11	-5	100	101	28	.	36	101	1.6	31
COCCOC(=O)c1c(NC(=O)CN2CCCc3ccccc32)sc(C(N)=O)c1C	-29	39	-5	102	102	14	20	28	98	3.1	22
N#Cc1c(Cl)cccc1N1CCCC1	-20	-4	.	?	105	.	-5	.	103	.	6
Cc1nnc(NC(=O)c2c(-c3ccccc3)noc2C)s1	-7	16	-3	96	99	13	.	1	99	0.0	33
O=C(CSc1nc2ccccc2[nH]1)N1CCN(c2ccc(F)cc2)CC1	-40	.	-2	97	101	28	.	25	100	3.0	8

Record cards, from the list above. Order of values: Mcl1 Bid PPI, Mcl1 Noxa PPI, Bim-Mcl-1, RGS7-Gao, RGS4-Gao reg, GSH bead fluor, Pf gamet viab, ABCG2 inh, RGS8-Gao, ABCB1 block, Avidin fluor
Record of CC1(C)Cc2noc(N)c2C(C)(C)N1OC(=O)c1cccs1 = -7, 3, -2, 101, 100, 33, ., 2, 99, 0.4, 13
Record of CCCOc1ccc(C2NC(=O)NC(c3ccccc3)=C2C(C)=O)cc1OCC (centres undefined) = -4, 0, -42, 104, 107, 44, 6, 15, 106, 1.4, 4
Record of CN(c1ccc(C(=O)NCCSCc2ccc(Cl)cc2)cc1)S(=O)(=O)c1ccccc1 = -14, 22, -7, 104, 102, 7, 7, 10, 104, 1.3, 3

Next part
SMILES	Mcl1 Bid PPI	Mcl1 Noxa PPI	Bim-Mcl-1	RGS7-Gao	RGS4-Gao reg	GSH bead fluor	Pf gamet viab	ABCG2 inh	RGS8-Gao	ABCB1 block	Avidin fluor
O=C(NCc1cccnc1)c1ccc(CS(=O)(=O)Cc2ccc(Cl)cc2)o1	3	2	-1	103	105	15	.	4	98	0.5	21
Cc1c(C(=O)NCCCN2CCOCC2)sc2nc(-c3ccc(F)cc3)cn12	-2	17	-6	103	102	21	.	31	105	1.4	31
O=C(NCCc1ccc(Cl)cc1)Nc1cccc(Cl)c1	3	-2	-1	100	101	16	.	15	99	1.1	26
Cc1cc(C(=O)Nc2cccc(C(=O)O)c2)c(C)o1	-39	20	0	99	98	23	.	1	102	0.4	15
S=c1[nH]nc(-c2ccncc2)n1Cc1ccco1	-20	25	-1	120	118	39	-6	-2	120	-0.8	6
Cc1ccc(S(=O)(=O)N2CCOCC2)cc1NC(=O)CSc1nnc(N)s1	-26	15	-3	?	100	16	-10	-2	101	-0.3	9
COc1cc(C2C3=C(CC(C)(C)CC3=O)OC3=C2C(=O)CC(C)(C)C3)cc([N+](=O)[O-])c1O	11	-19	0	99	103	7	12	2	88	1.3	4
O=S(=O)(/N=C/N1CCOCC1)c1ccc(Cl)cc1	-17	11	3	98	102	4	-30	1	101	0.1	7
O=C(CSCc1ccccc1)Nc1cc([N+](=O)[O-])ccc1F	-26	5	-2	105	102	20	3	3	100	0.2	10
COc1cc(-c2noc(CCCC(=O)NCc3ccccc3)n2)cc(OC)c1OC	-12	-5	-2	81	91	34	.	10	89	1.2	8
CCc1cccc(CC)c1NC(=O)c1cccc(NC(=O)c2ccccc2)c1	-15	6	0	108	104	4	16	3	100	1.2	19
COC(=O)CCCC1=CC2=CC(=O)C(C)(OC(=O)c3cccs3)C(=O)C2=CN1CCCOC(C)C (centres undefined)	-70	0	.	?	101	.	.	.	101	.	8
O=C(CC12CC3CC(CC(C3)C1)C2)N/N=C/c1ccc([N+](=O)[O-])o1	-1	16	-7	98	96	10	-12	16	101	-0.1	6
NC(=S)Nc1cccc2cnccc12	-7	36	-4	101	100	18	.	3	99	0.7	14
CCCCn1nc(C(=O)N[C@@H](CCSC)c2nc3ccccc3[nH]2)c2ccccc2c1=O	-25	2	-3	109	102	11	.	4	104	9.1	7
CCOC(=O)c1c(C)n(C)c2ccc(OCC(N)=O)cc12	-6	4	-1	102	103	24	.	-1	100	-2.6	8
O=C(O)CCCNS(=O)(=O)/C=C/c1ccccc1	-3	-4	0	106	105	21	-18	-1	100	-0.6	9
CC1CN(c2cc(-c3ccccc3)c3ccccc3n2)CC(C)O1 (centres undefined)	3	21	-2	103	103	46	.	6	94	-0.3	3
CCCCCn1c(=NC(=O)c2ccco2)c(C(=O)OCC)cc2c(=O)n3ccccc3nc21	-24	28	0	96	97	12	.	-1	98	-4.2	10
O=C(/C=C/c1ccco1)N1CCN(S(=O)(=O)/C=C/c2ccccc2)CC1	-18	11	0	104	103	12	18	8	101	1.6	10
O=C(Oc1ccc2c(=O)c(Oc3ccc4ccccc4c3)coc2c1)c1cncc(Br)c1	-7	.	-1	100	100	31	.	-1	104	0.0	12
Cc1ccc(SC(C)C(=O)Nc2ccccc2C(=O)N2CCOCC2)cc1 (centres undefined)	-9	17	0	102	97	22	.	2	98	0.5	14
O=C(Nc1ccc2c(c1)C(=O)NC2=O)c1ccc(Cl)s1	-3	8	-2	103	97	18	.	2	100	0.2	6
CCS(=O)(=O)Nc1ccc(C(=O)CC2(O)C(=O)Nc3ccccc32)cc1 (centres undefined)	2	-14	-4	98	104	35	.	0	100	0.1	7
N#Cc1ccc(CSc2nnc(-c3cccs3)n2-c2ccccc2)cc1	1	-12	-12	101	99	9	.	15	98	3.0	34
(listing goes on)
SMILES	Mcl1 Bid PPI	Mcl1 Noxa PPI	Bim-Mcl-1	RGS7-Gao	RGS4-Gao reg	GSH bead fluor	Pf gamet viab	ABCG2 inh	RGS8-Gao	ABCB1 block	Avidin fluor
C=CCn1c(SCC(=O)Nc2cc3oc4ccccc4c3cc2OC)nnc1-c1cnccn1	2	11	-1	100	99	17	-4	-1	105	-0.1	28
CCOC(=O)c1c(NC(=O)c2ccco2)sc2c1CCCC2	-32	8	0	97	96	8	.	4	97	0.3	9
Nn1cnc2c(c1=O)C1(CCCCC1)Cc1ccccc1-2	-2	1	-1	102	100	12	1	-1	103	0.0	16
Cc1cc(C(F)(F)F)nn1CC(=O)Nc1ccc(Br)c2cccnc12	-18	7	-31	102	102	36	.	3	100	0.5	8
CCn1cc(/C=N/O)c(C)n1	-13	7	2	84	71	43	.	2	103	0.6	3
CC(C)NC(=O)c1ccccc1NC(=O)C(C)Oc1ccccc1 (centres undefined)	-4	18	-2	103	96	19	-16	2	97	1.1	25
Cc1ccc2oc(=O)cc(CN3CCC(C)CC3)c2c1	-10	-3	0	99	103	14	-15	1	101	0.1	12
COc1ccc(-c2[nH]nc(-c3ccccc3)c2-c2nc3ccccc3[nH]2)cc1	-19	-5	-2	96	99	11	.	3	97	0.7	10
Cc1ccc(N2CC(C(=O)NC3=NCCS3)CC2=O)cc1 (centres undefined)	-28	3	2	97	91	10	.	2	101	0.4	14
COC(=O)c1noc(C)c1-c1ccnn1C(=O)c1ccc(Cl)cc1	-14	-13	.	?	101	.	-14	.	101	.	5
O=C1CC(Sc2nnnn2C2CCCCC2)C(=O)N1c1ccccc1 (centres undefined)	-14	3	.	93	97	32	.	1	100	-0.1	5
O=C(Cc1ccc(Cl)cc1)NNc1c(F)c(F)cc(F)c1F	-65	-15	-3	71	78	15	-15	-5	85	-0.5	3
O=c1cc(Nc2ccc3c(c2)OCCO3)[nH]c(=O)n1Cc1ccc(F)cc1	-29	12	-3	98	100	21	0	1	99	0.8	18
NC(=O)COC(=O)CCCc1nc2ccccc2s1	-18	-6	-5	101	103	25	.	4	102	0.7	11

Screening results: PubChem BioAssay, several laboratories
